phage Ecoli inh: E. coli growth loss with phage present; AID 651602; hit rate 0.26% among 360,000; inhibition, % at 11.9 µM; growth absorbance; in the data active = inhibition above about 11%
OPRM1-OPRD1 ag: OPRM1-OPRD1 heterodimerization agonism; hit rate 0.3% among 340,000; cells, luminescence; activation, % at 9.3 µM; in the data active = activation above about 18%;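 also: 0% = vehicle-treated cells and 100% = reference agonist; values of inactives mirror those of a sister screen read the other way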
DSG3 Ab inh: inhibitors of pemphigus antibody binding to human desmoglein-3 | DSG3-coupled beads, scFv-anti-DSG3-GFP binding, flow cytometry; active compounds read low | binding (percent of control), % at 10 µM | hit rate 0.48% among 310,000;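 active = binding more than 3 SD below its plate's average and above zero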;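 also: hits lower antibody fragment binding to DSG3; some compounds called inactive have numbers as strong as hits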
Target sequence (P32926 whole entry, looked up, the tested form may be a part): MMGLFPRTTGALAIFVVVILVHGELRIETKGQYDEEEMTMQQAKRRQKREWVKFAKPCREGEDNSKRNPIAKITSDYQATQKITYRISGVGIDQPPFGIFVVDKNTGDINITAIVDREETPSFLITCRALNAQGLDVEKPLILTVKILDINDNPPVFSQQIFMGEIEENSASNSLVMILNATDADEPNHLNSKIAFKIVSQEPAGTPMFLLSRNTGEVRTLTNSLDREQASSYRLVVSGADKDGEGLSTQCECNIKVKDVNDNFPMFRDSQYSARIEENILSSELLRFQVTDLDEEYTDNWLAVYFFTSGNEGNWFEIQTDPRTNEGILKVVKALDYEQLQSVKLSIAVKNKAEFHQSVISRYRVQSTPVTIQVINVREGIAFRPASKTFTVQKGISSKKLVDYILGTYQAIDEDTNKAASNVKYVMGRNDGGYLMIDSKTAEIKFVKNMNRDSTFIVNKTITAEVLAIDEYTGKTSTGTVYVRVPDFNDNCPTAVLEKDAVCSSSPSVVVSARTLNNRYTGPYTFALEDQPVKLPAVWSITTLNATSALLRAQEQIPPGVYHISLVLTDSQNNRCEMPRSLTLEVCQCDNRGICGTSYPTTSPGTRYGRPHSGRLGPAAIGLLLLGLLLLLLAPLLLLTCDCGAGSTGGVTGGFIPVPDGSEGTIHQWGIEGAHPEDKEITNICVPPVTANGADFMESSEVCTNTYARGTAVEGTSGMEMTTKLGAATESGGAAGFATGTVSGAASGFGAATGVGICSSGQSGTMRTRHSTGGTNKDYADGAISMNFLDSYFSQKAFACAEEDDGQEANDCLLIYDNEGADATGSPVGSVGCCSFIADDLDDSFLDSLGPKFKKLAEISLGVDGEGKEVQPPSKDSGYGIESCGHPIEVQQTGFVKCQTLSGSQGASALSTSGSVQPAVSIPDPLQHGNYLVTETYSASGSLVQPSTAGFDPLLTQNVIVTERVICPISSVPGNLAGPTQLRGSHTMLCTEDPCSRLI
PfHsp90 yeast 2: inhibits growth of yeast expressing Plasmodium falciparum Hsp90 | S. cerevisiae expressing PfHsp90, BacTiter-Glo ATP, 48 h; yeast lacking PDR1 and PDR3 efflux regulators | inhibition, % at 9.4 µM | hit rate 0.32% among 310,000;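 active = every replicate shows inhibition above about 80%, whatever the replicate mean, limit read from the data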;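 also: 0% = DMSO neutral controls and 100% = 20 µM radicicol positive controls; yeast relying on Plasmodium falciparum Hsp90 in place of its own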
PKA-R1A act: PKA-R1A complex activation | P00514+P68181 | PKA-R1A dissociation, Cy5-IP20 fluorescence polarization; scaled: DMSO 0%, 113 µM cGMP 100% | activation, % at 11.4 µM | hit rate 0.083% among 340,000 | AID 504707;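 active = percent activation above the mean of all tested compounds plus 3 SD, cut at about 19% in these data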;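 also: higher means more PKAc released from R1A so a rise in polarization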
E coli growth: bacterial growth inhibition, counter-screen for AddAB inhibitors; E. coli V3065 growth, OD600 absorbance, 18 h; inhibition, % at 11.9 µM; hit rate 0.27% among 330,000;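 active = inhibition above the campaign's mean inhibition across all tested compounds plus 3 SD, cut at about 9.9% in these data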;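 also: uninfected addAB+ strain grown without phage in ampicillin broth; 0% = DMSO wells and 100% = ciprofloxacin 0.95 µg/ml wells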
Tat transport: E. coli Tat transport inhibition; E. coli MC4100 TorA-mCherry Tat export, fluorescence; inhibition, % at 10 µM; hit rate 0.036% among 340,000; AID 488895;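 active = mean replicate inhibition at least 50% and at least half of replicates individually reaching 50%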;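 also: exported cargo escapes ClpAP degradation while cytoplasmic cargo is degraded and loses fluorescence; 0% = median of neutral control wells and 100% = median of NaSCN control wells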
SUMO Mot1 rescue: blocks SUMOylation pathway, rescuing yeast Mot1-301 growth. S. cerevisiae Mot1-301 growth rescue, ATP luminescence, 38.5C; percent above DMSO median, 100 means doubled. growth rescue, % at 18.8 µM. hit rate 1% among 320,000;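 active = every valid replicate shows activation above 250% relative to neutral control wells; inactive = the rest, any valid replicate at or below 250%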;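 also: OY570 slx delta 5 strain wells were the positive control but not used for scaling; some compounds called inactive have numbers as strong as hits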
AddAB inh: less growth of phage-infected E. coli with AddAB; E. coli expressing H. pylori AddAB, absorbance growth; inhibition, % at 11.9 µM; hit rate 0.29% among 330,000; in the data active = inhibition above about 12%;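 also: 0% = vehicle wells of infected cells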
Arrestin-AP2 inh: blocks beta-arrestin peptide binding to AP2 adaptin | FITC-arrestin peptide / GST-AP2 beads, flow cytometry; AP2 beta2 appendage carries R879A mutation | inhibition, % at 10 µM | hit rate 0.31% among 340,000;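 active = inhibition above a set limit, near 3 SD of compounds lacking own fluorescence, cut at about 54% in these data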;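 also: plate controls were DMSO wells for no effect and 5 µM unlabelled arrestin peptide for full effect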
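System: GST-AP2 R879A glutathione beads. Medium: PBS with 0.05% Tween 20 and 0.1% BSA. Also added: FITC-arrestin peptide, 50 nM. Incubation: 12 min plus 1 h, RT. Measured by: high-throughput flow cytometry of beads, ex 488, em 535 nm. Evaluation: percent drop in bead-associated FITC signal.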
OPRM1-OPRD1 inv: inverse agonist of human OPRM1-OPRD1 heterodimerization; inhibition, % at 9.3 µM; hit rate 0.21% among 340,000; cell-based MOR-DOR heterodimer luminescence, inverse agonism; in the data active = inhibition above about 22%, passing the limit was not always enough;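 also: 0% = cells with DMSO and 100% = wells without cells with DMSO; values of inactives mirror those of a sister screen read the other way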
* = called active by the depositor; i = inactive; . = not tested or not shown. The list is partial; count on the stated rates, not on these rows.

SMILES	phage Ecoli inh	OPRM1-OPRD1 ag	DSG3 Ab inh	PfHsp90 yeast 2	PKA-R1A act	E coli growth	Tat transport	SUMO Mot1 rescue	AddAB inh	Arrestin-AP2 inh	OPRM1-OPRD1 inv
COC(=O)C1=C(c2cc3ccccc3o2)C[C@@H]2CC[C@H]1N2C(=O)NCc1ccc(C(F)(F)F)cc1	1.1	0.9	117	-1	-11	-0.6	4	-6	2.2	-9	-5
O=P(N1CC1)(N1CC1)N1CCc2ccccc21	1.7	-4.6	109	18	-7	.	2	.	.	35	24
CC1CN(c2ccccn2)C(C)CN1C(=O)C(O)(c1ccccc1)c1ccccc1 (stereo unspecified)	4.1	-2.5	115	2	2	.	4	.	.	10	13
C[C@]12CC[C@@H](O)CC1=CCC1C2CC[C@]2(C)C(=O)[C@H](F)CC12 (stereo partly specified)	1.7	-2.8	97	-7	-14	1.3	-5	-8	-1.4	-5	14
CCCn1c(C)cc(C=O)c1C	0.4	-1.5	124	.	-3	0.4	-1	-13	3.6	8	8
COC(=O)C1=C(c2cccc(OCc3ccccc3)c2)C[C@@H]2CC[C@H]1N2C(=O)NCc1ccc(N(C)C)cc1	-0.4	-2.6	98	2	-11	-0.4	7	6	-0.4	-1	14
C=CCC1(CN2CCCC2=O)C(=O)NC(=O)NC1=O	.	-2.6	102	0	4	1.7	7	0	3.2	2	15
COc1ccccc1CCNC(=O)CCC(=O)N1CC2C[C@@H](C1)Cn1c2cccc1=O	3.1	-3.5	102	-12	-2	-2.9	-2	5	0.7	9	18
NC(=O)CN1C2CCC1CC(NC(=O)C1CC1)C2 (stereo unspecified)	1.8	0.0	.	.	-9	-1.4	1	3	-0.2	2	0
COc1ccc(C(CN(C)C)C2(O)CCCCC2)cc1 (stereo unspecified)	2.1	-2.2	111	-15	6	-0.1	-10	16	-2.5	-1	12
CC(NC1=NCCS1)c1ccccc1 (stereo unspecified)	1.2	-2.3	103	11	-10	1.4	-2	.	0.4	-14	12
COc1ccc(CCNC2CCCCCC2)cc1	-2.1	-0.5	123	15	-4	0.7	-8	-7	4.7	7	2
CN1CCN(Cc2ccccc2C(F)(F)F)CC1	1.0	-1.8	.	.	-4	-1.0	-3	225	-1.2	25	9
N#CC(C#N)=C(C#N)c1ccc(Nc2ccccc2)cc1	-0.8	-2.7	117	0	-1	-2.3	0	-1	-0.1	-7	13
Oc1cc2c(cc1CN1CCN(c3ccc(F)cc3)CC1)OCO2	3.1	2.4	105	8	-3	0.3	4	23	-0.2	-4	-20
CCCCn1c(O)c(C=NC2CC3CCC2(C)C3(C)C)c(=O)[nH]c1=O (stereo unspecified)	0.3	6.6	113	-13	0	0.0	10	-16	0.9	23	-37
COc1cc2c(c(OC)c1OC)-c1ccc(O)c(=O)cc1C(NC(C)=O)CC2 (stereo unspecified)	2.0	-0.1	101	5	-2	-1.3	-12	-7	2.1	38	0
COc1ccc(C2SCC(=O)Nc3c2c(C)nn3C2CCOC(C)(C)C2)cc1OC (stereo unspecified)	2.2	2.9	103	0	-5	3.2	2	1	2.6	10	-16
Cn1c(O)c(/C=N/c2ncccn2)c(=O)n(C)c1=O	2.8	0.2	107	-11	-4	-0.8	-1	-2	-0.6	-4	-1
ClC1=CCC2CN(CCN3CCCCC3)CC2C1 (stereo unspecified)	2.6	-1.1	108	8	-12	-3.3	4	-17	-1.9	-3	5
COC(=O)C1=C(c2cccc(OC)c2OC)C[C@@H]2CC[C@H]1N2C(=O)NCCCOC(C)C	1.4	-2.8	100	3	0	0.1	-6	2	2.1	0	15
CCC[N+]12CCC(CC1)C(C(O)(c1ccccc1)c1ccccc1)C2 (stereo unspecified)	4.1	-1.4	102	-16	-1	2.6	-10	-2	1.8	11	7
C[C@]12C=CC(=O)C=C1CC[C@@H]1C2CC[C@]2(C)OC(=O)CCC12 (stereo partly specified)	2.0	-1.6	99	19	-7	0.7	-4	-2	1.6	-5	9
C#CCOC(=O)C1=CCCN(C)C1	2.4	-2.2	113	3	-7	-2.4	7	-6	-0.8	-1	12
Cn1c(O)c(/C=C2/C=CC=N2)c(=O)[nH]c1=O	0.6	-2.5	102	-6	-13	0.1	21	-4	2.0	-18	13
O=[N+]([O-])c1cc(F)c(N2CCCCC2)cc1Br	-0.8	0.1	96	4	-5	0.1	-7	48	-1.2	2	0
COc1ccccc1N1C(=O)NC(=O)/C(=C/c2ccc3c(c2)Cc2ccccc2-3)C1=O	6.3	-0.9	98	3	-1	-1.6	2	8	3.0	22	4
COC(=O)C(O)(c1ccc(N(C)C)cc1)C(F)(F)F (stereo unspecified)	1.8	-0.9	106	18	-12	2.8	1	-10	2.6	26	5
COCCNC(=O)c1c(N)n(Cc2ccco2)c2nc3ccccc3nc12	0.8	-1.7	94	14	-3	-0.4	5	64	0.3	4	9
CC(=O)Nc1ccccc1C(=O)C(=O)Nc1cccc(C(=O)N2CCC3(CC2)OCCO3)c1	-0.6	0.6	108	14	6	1.9	-2	2	2.1	0	-3
O=C1NC(=O)N(c2ccc(F)cc2)C(=O)/C1=C/c1ccc2c(c1)CCCN2Cc1ccccc1	6.5	-1.4	231	-9	-5	.	-10	.	.	.	7
COc1ccc(-n2c(-c3ccco3)nc3ccccc3c2=O)cc1	4.6	-2.2	100	-60	3	-0.2	2	-3	0.6	38	12
CC12CC[C@H]3[C@@H](CCC4(O)C[C@H](O)CCC34/C=N/NC(=O)c3ccccc3F)C1(O)CCC2C1=CC(=O)OC1 (stereo partly specified)	2.3	13	90	15	5	-1.7	1	8	0.1	7	-64
COC(=O)C1=COC(C)C2CN3CCC4(C(=O)Nc5ccccc54)C3CC12 (stereo unspecified)	11*	-0.8	103	-8	0	-2.3	3	18	1.2	11	4
O=C(c1cc(=O)[nH]c2ccc(Br)cc12)N1CCC2(CC1)OCCO2	3.0	0.5	97	-20	-17	-0.5	4	-20	2.5	0	-3
Cc1c(NC(NC(=O)CF)C(Cl)(Cl)Cl)c(=O)n(-c2ccccc2)n1C (stereo unspecified)	5.7	-3.1	103	11	2	1.0	13	2	2.6	-37	15
CC1CCCN(c2ccc(C(=O)N3CCC4(CC3)OCCO4)cc2[N+](=O)[O-])C1 (stereo unspecified)	-0.6	0.8	.	-2	3	-2.5	12	-5	0.7	0	-4
O=c1cccc2n1CC1CC2CN(c2ncnc3c2cnn3-c2ccc(Cl)cc2)C1 (stereo unspecified)	1.9	2.3	113	-7	-13	-1.6	4	1	0.5	6	-14
CC1CCCCC1NC(=O)CNC(=S)N1CC2CC(C1)c1cccc(=O)n1C2 (stereo unspecified)	1.0	0.7	98	-4	-9	-3.0	6	11	-0.5	32	-4
Cc1cccc(C(O)(C(=O)NNC(=O)CN2CCN(C)CC2)c2cccc(C)c2)c1	2.5	-0.3	99	-43	-11	-1.4	-3	-5	1.3	0	2
CN1CC2([N+](=O)[O-])CC=C(Cl)C([N+](=O)[O-])(C1)C2 (stereo unspecified)	1.6	-2.2	101	-9	-7	0.7	-5	365	5.8	1	11
Clc1cccc(C2NCc3ccccc3-n3cccc32)c1 (stereo unspecified)	1.8	0.9	98	-5	-7	2.1	-6	18	-1.5	4	-5
CN1CCN(c2cccc3c2C(=O)c2ccccc2C3=O)CC1	1.9	-2.5	103	-3	-1	.	-2	.	.	7	18
CN(C)C(CNC(=O)Cc1ccc(Br)cc1)c1ccccc1 (stereo unspecified)	5.5	141*	96	-3	0	0.9	-13	-5	5.2	25	i
CN1C(=O)/C(=C\N2CCc3ccccc32)C(=O)NC1=S	-1.0	-0.7	105	18	10	0.5	2	8	1.1	-16	3
COC(=O)c1ccc(COc2cc(C)cc3oc(=O)c4c(c23)CCCC4)o1	1.3	-1.6	95	5	6	2.6	5	585	3.0	5	9
O=C1CC(c2ccccc2)CC(O)=C1C=NCCN1CCN(C(=O)Cc2ccccc2)CC1 (stereo unspecified)	-0.3	-1.5	82	.	-2	-1.2	3	-8	0.2	-1	8
O=C1NC(=S)NC(=O)C1Cc1ccccc1O	3.4	0.5	96	11	-1	.	0	.	.	32	-3
CC1CCC(NC(=O)CNC(=S)N2CC3CC(C2)c2cccc(=O)n2C3)CC1 (stereo unspecified)	-1.4	0.8	103	3	0	0.7	0	-7	-1.4	41	-4
Cc1ccccc1-n1c(-c2ccc([N+](=O)[O-])cc2)nc2ccccc2c1=O	3.5	-0.6	83	-9	3	-0.4	-4	-6	-1.2	4	3
CN1C(=O)C(Cc2cccs2)C(=O)N(C)C1=O	1.1	0.0	99	.	6	-1.7	3	55	-0.4	-11	0
COc1cc(/C=N/NP(=S)(c2ccccc2)c2ccccc2)ccc1O	3.4	2.5	101	1	-7	-0.8	3	16	1.2	19	-13
O=C(Nc1ccccc1F)OC1CN2CCC1CC2 (stereo unspecified)	3.7	-2.4	103	-15	-2	2.8	-1	-8	4.1	4	12
CCc1cc2c(s1)N(CC(=O)OC)C(=O)CN=C2c1ccccc1OC	5.2	-2.7	106	0	2	0.0	0	-4	4.2	4	14
C[C@@H]1O[C@@H](O[C@H]2C[C@@H](O)[C@]3(CO)[C@H]4[C@H](O)C[C@]5(C)[C@@H](C6COC(=O)C6)CC[C@]5(O)[C@@H]4CC[C@]3(O)C2)[C@H](O)[C@H](O)[C@H]1O (stereo partly specified)	2.6	73*	97	1	4	96*	11	-21	98*	-14	-404
CCCC(C)n1[nH]c(=O)c2c1NC(=O)CSC2c1ccc(OC)cc1 (stereo unspecified)	1.8	-3.1	111	-11	1	1.9	3	15	0.8	8	17
CC(NCc1ccc(Cl)cc1)C(O)c1ccccc1 (stereo unspecified)	3.7	3.2	98	-5	-11	1.1	13	24	3.9	-3	-19
COC(=O)c1ccc(-n2c(C)nc3ccccc3c2=O)cc1	-1.8	0.5	104	4	2	-3.6	-1	17	0.1	-4	-3
Cc1cccc(-n2c(O)c(C=NC34CN5CN(CN(C5)C3)C4)c(=O)[nH]c2=O)c1	2.2	-3.0	98	-11	-12	-0.3	1	3	-1.2	3	15
O=C1NC(=O)C2(Cc3ccccc3N3CCCC32)C(=O)N1c1cccc(Cl)c1 (stereo unspecified)	0.9	-1.2	93	.	-7	0.9	1	3	2.1	-7	6

Source: PubChem
